N370S GC mod = qHTS Assay for Inhibitors and Activators of N370S glucocerebrosidase as a Potential Chaperone Treatment of Gaucher Disease; Potency, µM (top dose mostly 59.4 µM), inactives show top-dose activity change, negative = inhibition, usual class: inhibitors; 0.092% of 330,000 active; N370S GC spleen homogenate, 4MU-glucoside fluorescence;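 note: 0% = full enzyme activity and -100% = no enzyme basal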
FEN1 inh = qHTS Assay for the Inhibitors of Human Flap endonuclease 1 (FEN1); P39748; Recombinant FEN1 flap cleavage, fluorescence, 15 min; Potency, µM (top dose mostly 114 µM), for inactives: at the highest dose activity change, negative = inhibition, hits mostly inhibitors; 0.35% of 390,000 active; AID 588795, 2011; note: nearly all actives have a fitted effect of over 65% in size
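FEN1 at 10 nM preincubated with compounds 15 min at room temperature, then flap DNA substrate added at 50 nM final. Signal read at 0 and 15 min; concentration-response fitted with four-parameter Hill equation.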
KAT2A inh = qHTS Assay for Inhibitors of GCN5L2. Histone acetyltransferase KAT2A (Homo sapiens), Q92830. Potency, µM (doses to about 58.9 µM), without a hit: top-dose activity change, negative = inhibition, hits mostly inhibitors. 0.21% of 390,000 active. AID 504327, 2011. GCN5L2 HAT assay, ThioGlo1 CoA-SH fluorescence
Target sequence (Q92830 whole entry, looked up): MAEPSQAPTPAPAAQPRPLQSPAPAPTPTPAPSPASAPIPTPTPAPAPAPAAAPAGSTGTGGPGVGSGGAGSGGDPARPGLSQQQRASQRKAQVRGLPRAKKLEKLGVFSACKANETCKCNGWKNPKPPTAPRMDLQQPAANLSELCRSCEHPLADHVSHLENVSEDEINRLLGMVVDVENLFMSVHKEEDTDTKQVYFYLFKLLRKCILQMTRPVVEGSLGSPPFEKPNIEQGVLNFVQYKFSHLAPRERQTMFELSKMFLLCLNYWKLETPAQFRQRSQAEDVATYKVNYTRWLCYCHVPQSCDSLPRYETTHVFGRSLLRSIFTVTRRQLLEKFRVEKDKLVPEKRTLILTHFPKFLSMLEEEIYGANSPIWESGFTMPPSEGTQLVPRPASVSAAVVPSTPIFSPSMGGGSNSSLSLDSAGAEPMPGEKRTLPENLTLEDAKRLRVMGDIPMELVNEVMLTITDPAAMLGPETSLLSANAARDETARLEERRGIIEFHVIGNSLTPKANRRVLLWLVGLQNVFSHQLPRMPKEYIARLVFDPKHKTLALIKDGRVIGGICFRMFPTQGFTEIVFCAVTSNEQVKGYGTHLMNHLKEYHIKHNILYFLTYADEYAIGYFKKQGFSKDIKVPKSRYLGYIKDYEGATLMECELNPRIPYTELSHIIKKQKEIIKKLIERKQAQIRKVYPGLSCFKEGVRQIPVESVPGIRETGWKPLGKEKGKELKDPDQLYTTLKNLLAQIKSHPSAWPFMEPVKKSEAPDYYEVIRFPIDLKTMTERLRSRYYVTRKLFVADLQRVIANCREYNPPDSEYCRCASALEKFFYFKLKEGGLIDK
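Fluorescence readout, Ex340nm/Em540nm: ThioGlo1 (50uM final) reacts with free CoA thiol released as 20nM GCN5L2 acetylates H3(1-25) peptide (75uM) using acetyl-CoA (70uM). Compound and enzyme sat 15 min beforehand; 20 min room-temperature reaction.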
* hit, by the source's call; ? = inconclusive; . = not tested or not shown; & = joins results of further samples; [ ] = another dose, or the depositor's remark. Calls come from the whole dose curve; as a rule, active = well fitted curve in the direction sought with a large enough effect; inconclusive = small, poorly fitted or top-dose-only effect, or another doubt; inactive = no such curve, though single readings can be large; an effect the other way counts as inactive or inconclusive. Unless noted, % is set by controls: 0 for no effect and ±100 for the full control effect; potency is the fitted concentration of half-maximal effect. This is a subset (hit frequency here may not be typical).

N370S GC mod | KAT2A inh | FEN1 inh | SMILES
? | 0.3% | 7.2% | Cc1c(CC(=O)N2CCC(C(N)=O)CC2)c(=O)oc2cc3c(cc12)CCC1(CCCCC1)O3
-22.7% | -2.7% | -3.1% | COc1ccccc1C(=O)NCC(=O)OC(C)C(=O)NC(=O)NC1CCCCC1 (stereo unspecified)
0.6% | -2.9% | 0.2% | CCOC(=O)N1CCN(C(=O)CN(C)S(=O)(=O)c2ccc(OCC)cc2)CC1
-3.8% | -9.0% | 1.2% | CCOC(=O)c1cnc(-n2nc(C)cc2C)nc1NC1CCCC1
-2.9% | -0.6% | 5.4% | CC1(c2ccc3c(c2)OCO3)NC(=O)N(CC(=O)c2ccc[nH]2)C1=O (stereo unspecified)
. | -3.8% | -0.2% | Cc1cc(C)nc(NC(=NCCc2c[nH]c3ccc(Cl)cc23)NC(=O)c2ccccc2C)n1
. | -6.2% | -3.3% | CC(C)c1cnc2c(c1SCc1cccc(F)c1)c(=O)n(C)c(=O)n2C
21.0% | -10.0% | ? | Cc1ccc2c(c1)c1ncnc(N3CCN(c4ccccc4)CC3)c1n2C

(list continues)
N370S GC mod | KAT2A inh | FEN1 inh | SMILES
1.2% | 3.16µM* | -4.2% | Cc1c(C(=O)OC(C)C)sc(NC(=O)c2cccnc2)c1C#N
? | -17.5% | -12.3% | CCCc1[nH]nc2c1C(C1CCCCC1)C(C#N)=C(N)O2 (stereo unspecified)
. | -13.2% | -0.4% | O=C(CN1C(=O)C2(SCC(=O)N2c2cccc(Cl)c2)c2ccccc21)NCc1ccccc1 (stereo unspecified)
. | -3.7% | -1.9% | COc1ccc(Nc2ncc3c(n2)CCN(Cc2ccccc2C)C3)c(OC)c1
-4.7% | -8.4% | . | N#Cc1ccc(CN2CCC3(CC2)CCN(C(=O)c2ccncc2)CC3)cc1
-0.4% | 2.1% | -4.9% | COc1ccc(CC(=O)OCN2C(=O)c3ccccc3C2=O)cc1OC
24.3% | -26.6% | -20.6% | CC1(C(=O)OCC(=O)N2c3ccccc3Sc3ccccc32)CC1(Cl)Cl (stereo unspecified)
-18.9% | -4.5% | -19.7% | OC(CNCc1ccc(Cl)c(Cl)c1)c1ccccc1 (stereo unspecified)

Remaining list, next part
N370S GC mod | KAT2A inh | FEN1 inh | SMILES
. | -2.1% | -21.6% | CCN(CC)C(=O)[C@H]1C[C@H](CC(=O)NCc2ccco2)C(=O)N2CCc3c([nH]c4ccc(Cl)cc34)[C@]12C
-3.5% | -4.7% | . | NCCNCCNCCNCCN
-5.1% | 3.3% | -4.9% | Cc1ccc(NS(=O)(=O)c2cccc(C(=O)NCCCN3CCCC3=O)c2)cc1
12.2%[12.8 µM] | -4.8% | -2.6% | O=C(CC(=O)NC1CCCCC1)N/N=C/c1ccc(Cl)cc1
21.1% | 0.8% | -1.8% | COc1ccc(C(CC(=O)c2ccccc2)S(=O)(=O)c2ccccc2)cc1 (stereo unspecified)
16.5% | -3.6% | 13.8% | Cn1c2c(c(=O)n(C)c1=O)C1c3ccccc3OCC1C(C)(C)O2 (stereo unspecified)
-0.7% | -4.9% | 5.8% | Cc1ccc(-n2c(C)cc(C(=O)COC(=O)c3ccc[nH]c3=O)c2C)cc1
-4.7% | -8.4% | 0.4% | O=C(Nn1cnnc1)c1cccc(S(=O)(=O)N2CCOCC2)c1

(cont.)
N370S GC mod | KAT2A inh | FEN1 inh | SMILES
5.7% | -0.5% | 2.9% | O=C(CCN1CCOCC1)c1ccc(Cl)cc1
. | 2.2% | 13.5% | Cc1cccc(NC(=O)C2CCCN(S(=O)(=O)c3c(C)n[nH]c3C)C2)c1 (stereo unspecified)
-18.9% | -4.8% | 2.9% | C/C(=N/NC(=O)CNC(=O)c1ccco1)c1ccc(Cl)cc1
12.0% | -12.0% | -1.7% | Cc1nn(-c2ccccc2)c(/N=C/c2ccccc2O)c1-c1ccccc1
. | 0.1% | -8.1% | Cc1ccccc1NC(=O)Cn1nc(-c2ccc(F)cc2)c2cnc3ccccc3c21
1.2% | -0.4% | -1.1% | O=C(c1cc(F)ccc1F)C1CCCN(C(=O)CCN2CCCCO2)C1 (stereo unspecified)
0.1% | -15.0%[0.501 µM] | -12.5% | COc1ccc(C2=CC(=O)OC3(CCCC3)O2)cc1
-6.1%&-12.7% | 9.2% | . | CCCCC[C@H](O)/C=C/C=C\C=C\C=C\[C@@H](O)[C@@H](O)CCCC(=O)O

Some of these compounds in order of molecular weight, ascending:
N370S GC mod | KAT2A inh | FEN1 inh | SMILES
0.1% | -15.0%[0.501 µM] | -12.5% | COc1ccc(C2=CC(=O)OC3(CCCC3)O2)cc1
-18.9% | -4.8% | 2.9% | C/C(=N/NC(=O)CNC(=O)c1ccco1)c1ccc(Cl)cc1
-4.7% | -8.4% | 0.4% | O=C(Nn1cnnc1)c1cccc(S(=O)(=O)N2CCOCC2)c1
-6.1%&-12.7% | 9.2% | . | CCCCC[C@H](O)/C=C/C=C\C=C\C=C\[C@@H](O)[C@@H](O)CCCC(=O)O
12.0% | -12.0% | -1.7% | Cc1nn(-c2ccccc2)c(/N=C/c2ccccc2O)c1-c1ccccc1
. | 0.1% | -8.1% | Cc1ccccc1NC(=O)Cn1nc(-c2ccc(F)cc2)c2cnc3ccccc3c21

Following part.
N370S GC mod | KAT2A inh | FEN1 inh | SMILES
7.2% | 1.1% | -6.7% | CCN(CC)c1ccc2cc(C(N)=O)c(=O)oc2c1
. | -2.6% | -7.5% | O=C(CN1CCOCC1)NNC(=O)c1ccc(Cl)cc1
-5.4% | -1.2% | 1.1% | N#Cc1cnn2ccn(C3OC(CO)C(O)C3O)c12 (stereo unspecified)
3.5% | -6.2% | -7.6% | Cc1nn(S(=O)(=O)c2ccc(Cl)cc2)c(C)c1Sc1ccc([N+](=O)[O-])cc1
-2.5% | 0.0% | 10.7% | C=CCSc1nnc(NC(=O)c2c(CC)noc2C)s1
-9.6% | -23.9% | 16.8% | CC(C)n1cnc2c(Nc3ccc(C(=O)O)cc3)nc(Cl)nc21
17.2% | -8.5% | 1.1% | O=C(CSc1nc(-c2ccccc2)ns1)N1CCOCC1
0.5% | -0.2% | -12.9% | CC(C)C(c1nnnn1Cc1ccccc1)N1CCN(Cc2ccc3c(c2)OCO3)CC1 (stereo unspecified)

(list continues)
N370S GC mod | KAT2A inh | FEN1 inh | SMILES
. | -15.0% | -8.3% | COC(=O)c1cnc(N2CCN(c3ccc(OC)cc3)CC2)c2ccccc12
-1.7% | -2.1% | 2.5% | CCOc1cc(NC(=S)NC)c(OCC)cc1NC(=O)c1cccs1
-15.1% | -7.7% | -13.5% | Cc1cc(SCC(=O)OCC(=O)N2CCCC2=O)c(C)cc1Br
-1.3% | -7.1% | 2.0% | Cc1ccc(NC(=O)COC(=O)c2ccc3c(c2)NC(=O)C2CCCN32)cc1 (stereo unspecified)
-3.8% | -1.0% | -11.3% | O=C(NC1CCCCC1)C(c1cccnc1)N(C(=O)c1csnn1)c1ccccc1 (stereo unspecified)
1.2% | -3.3% | 4.0% | CCc1c(C)nc(N)n2c(SCC(=O)N3CCCc4ccccc43)nnc12
. | -11.9% | -19.1% | CCCN(CC(=O)Nc1ccccc1C)C(=O)c1ccc(-c2ccc([N+](=O)[O-])cc2)o1
14.1% | -12.1% | -1.4% | CCOC(=O)C1CCN(Cc2coc3ccc(Cl)cc3c2=O)CC1

The results go on:
N370S GC mod | KAT2A inh | FEN1 inh | SMILES
-1.3% | -2.8% | 4.5% | Cc1ccc(NC2c3ncccc3C(=O)N2Cc2cccs2)cc1 (stereo unspecified)
. | -3.9% | -6.4% | CNC(=O)C1CCC(Cn2c(=O)c3sccc3n(CC(=O)N3CCC(C)CC3)c2=O)CC1 (stereo unspecified)
1.1% | -17.6% | 1.9% | CCN1CCN(CC(=O)N2N=C(c3cccs3)CC2c2ccc(C)cc2)C(=O)C1=O (stereo unspecified)
-4.2% | 0.2% | -17.4% | CCN(c1ccc(OC)cc1)S(=O)(=O)N1CCCC(C(=O)NCc2cccc(C)c2)C1 (stereo unspecified)
. | 0.3% | 9.2% | Cc1cnc(NC(=O)CSCc2c(C)noc2C)s1
-3.4% | 0.0% | -3.4% | O=C(NCc1ccncc1)C12CC3CC(CC(Cl)(C3)C1)C2
-12.5% | 2.0% | -0.4% | COc1ccc(N2CCN(C(=O)CSc3ncnc4c3cnn4-c3ccc(OC)cc3)CC2)cc1
? | -2.3% | 16.0% | O=C(Nc1cnccn1)Nc1ccc(Cl)cc1Cl

Further entries
N370S GC mod | KAT2A inh | FEN1 inh | SMILES
. | -16.7% | -17.0% | CC(C)c1ccc(NC(=O)CN2C(=O)NC3(CCCCCCC3)C2=O)cc1
12.5% | 1.0% | -7.5% | COc1ccc(C2C(=O)N(CCc3ccccc3)CC(=O)N2C2CCCC2)cc1 (stereo unspecified)
8.5% | -17.9% | 1.9% | COc1ccc(C(=O)c2ccccc2)c(OCC(=O)NC2CC2)c1
. | 3.6% | -17.1% | Nn1c(SCC(=O)NC2CCS(=O)(=O)C2)nnc1-c1ccco1 (stereo unspecified)
21.0% | -12.4% | -1.8% | CC(C)Oc1ccccc1C1Nc2ccccc2C(=O)N1c1ccc2c(c1)OCCO2 (stereo unspecified)
2.7% | 3.3% | 6.9% | O=C(NCc1ccccc1Cl)NC(=O)c1csc([N+](=O)[O-])c1
6.3% | 3.0% | -8.1% | CCCC(C(=O)NCC1CCCO1)N(Cc1ccco1)C(=O)CNS(=O)(=O)c1ccc(F)cc1 (stereo unspecified)
0.2% | -1.3% | -6.4% | Cc1nc2ccc([N+](=O)[O-])cc2[nH]1

(cont.)
N370S GC mod | KAT2A inh | FEN1 inh | SMILES
5.0% | 1.0% | 14.1% | COc1ccc(CN2C(=O)CCC(C(=O)O)C2c2ccccc2)cc1 (stereo unspecified)
6.9% | -25.3% | -0.6% | COc1cccc(Cn2c(NCc3cccnc3)nc3c2c(=O)n(C)c(=O)n3C)c1
-4.1% | -0.5% | -26.6% | O=C(Cn1c(C(=O)N2CCN(C3CCCCC3)CC2)cc2sccc21)c1ccccc1
-19.9% | -4.4% | -11.7% | COc1ccc(/C=C/C(=O)O)cc1S(=O)(=O)N1CCC(Cc2ccccc2)CC1
-1.1% | -0.1% | -5.4% | CCn1nc(C)c([N+](=O)[O-])c1C(=O)NNC(=O)c1ccccc1Cl
0.5% | -1.2% | -10.4% | COc1ccc(CCNC(=O)c2cnc3ccccc3n2)cc1
-7.5% | -3.0% | 23.4% | O=C(Cn1ncc2c([nH]c3ccccc32)c1=O)N1CCN(c2ccc(F)cc2)CC1
-15.3% | 1.5% | 16.0% | Cc1cc(OCC(=O)Nc2sc3c(c2C#N)CC(C)(C)NC3(C)C)c(C(C)C)cc1Cl

(list continues)
N370S GC mod | KAT2A inh | FEN1 inh | SMILES
. | 2.7% | -2.7% | Cc1nn2c(=O)cc(COC(=O)c3cccs3)nc2s1
26.7% | -7.8% | 1.9% | O=C(Nc1ccon1)c1cnc2sccn2c1=O
. | -6.2% | 12.2% | Nn1c(SCC(=O)NC2CCS(=O)(=O)C2)nc2scc(-c3ccccc3)c2c1=O (stereo unspecified)
2.0% | 3.9% | 4.9% | COc1ccc(/C=N\NC(=O)CCN2CCN(c3ccccc3)CC2)cc1OC
-4.6% | -2.4% | -2.9% | O=C(OCCN1CCN(c2ncc(C(F)(F)F)cc2Cl)CC1)c1ccc(F)cc1

One compound at a time, as listed above:
Profile of Cc1nn2c(=O)cc(COC(=O)c3cccs3)nc2s1 = N370S GC mod: .; KAT2A inh: 2.7%; FEN1 inh: -2.7%
Profile of O=C(Nc1ccon1)c1cnc2sccn2c1=O = N370S GC mod: 26.7%; KAT2A inh: -7.8%; FEN1 inh: 1.9%
